SW480 rerep: induces DNA re-replication in SW480 colon adenocarcinoma cells. AID 624297. 340,000 tested, 1.8% active. SW480 DNA re-replication, Hoechst DNA content imaging, 48 h. Potency, µM (highest dose often 46.1 µM), for inactives: at the top dose re-replication activation, hits mostly activators; note: potency is the fitted concentration of half-maximal effect; % of control where 0% means no effect; nearly all actives have a fitted effect of over 55% in size
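Per well, 250 cells were exposed to pinned compound for 48 hr. Nuclear DNA was visualised with Hoechst (40 min, 37 C) and total object intensity recorded by fluorescence scanning.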
HT1080NT lethal: kills 2HG-producing HT-1080-NT fibrosarcoma cells. HT-1080-NT fibrosarcoma viability, CellTiter-Glo ATP luminescence, 48 h. 360,000 tested, 1.6% active. Potency, µM (titrated, usually from 46.1 µM), for the others: at the highest dose activity, negative = less viability, most hits filed as cytotoxic;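 note: NT is the 2HG producing partner of a matched IDH1 knockdown line; potency is the fitted concentration of half-maximal effect; 0% = DMSO-treated cells and -100% = media-only wells without cells; nearly all actives have a fitted effect of over 55% in size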
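Viability by CellTiter-Glo luminescence after 48 h compound exposure at 37C of HT-1080-NT cells (750/well, RPMI, 5% FBS). % activity scaled between DMSO wells and medium-only wells, then curve-fitted and categorized by curve class.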
HT1080 IDH1KD tx: HT-1080 IDH1 knockdown cell toxicity (counter line); HT-1080 IDH1 knockdown viability, ATP luminescence, 48 h; Potency, µM (highest dose often 46.1 µM), for inactives: top-dose activity, negative = toxicity, usual class: cytotoxic; 360,000 tested, 2% active;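 note: potency is the fitted concentration of half-maximal effect; 0% = DMSO wells and -100% = cell-free medium wells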
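CellTiter-Glo luminescence after 48 h compound exposure at 37 degrees C of IDH1-knockdown HT-1080 cells in 5% FBS RPMI. %Activity scaled between DMSO wells and cell-free media wells, with curves fitted and assigned curve classes.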
S2 tox: viability counter-screen for ATXN expression inhibitors; S2 cells (HEK-293 line with an ATXN2-luciferase reporter) viability, CellTiter-Fluor protease fluorescence, 24 h; Potency, µM (titrated, usually from 56.7 µM), hits mostly cytotoxic; 400,000 tested, 0.49% active; AID 651635; note: potency is the fitted concentration of half-maximal effect; nearly all actives have a fitted effect of over 40% in size
ATXN2 expr inh: ATXN2 expression inhibition; Potency, µM (series often up to 57 µM), without a hit: at the highest dose activity change, negative = inhibition, hits mostly inhibitors; AID 1745845; HEK-293 ATXN2-luciferase reporter, luminescence, 24 h; 360,000 tested, 0.72% active; note: potency is the fitted concentration of half-maximal effect; % is set by controls: 0 for no effect and ±100 for the full control effect; nearly all actives have a fitted effect of over 55% in size
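ATXN2-luciferase reporter cells (luciferase flanked by upstream and downstream ATXN2 gene portions) were treated 24 h at 37 °C with compounds at up to 57 uM. SteadyGlo luminescence gave expression; GF-AFC fluorescence gave viability.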
MCF10A rerep: induces DNA re-replication in MCF 10a normal breast cells; 350,000 tested, 2.9% active; Potency, µM (top dose mostly 46.1 µM), for inactives: at the highest dose activity, positive = re-replication, usual class: activators; MCF 10A DNA re-replication, Hoechst nuclear intensity, 48 h; note: potency is the fitted concentration of half-maximal effect; % of control where 0% means no effect; nearly all actives have a fitted effect of over 50% in size
KB-3-1 cytotox: KB-3-1 parental cell cytotoxicity; KB-3-1 viability, CellTiter-Glo ATP luminescence, 72 h; Potency, µM (highest dose often 46.1 µM), without a hit: top-dose activity change, negative = cytotoxic, usual class: cytotoxic; 400,000 tested, 1.4% active; AID 1347075; note: potency is the fitted concentration of half-maximal effect; % is set by controls: 0 for no effect and ±100 for the full control effect; nearly all actives have a fitted effect of over 60% in size
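72 h, 37 °C compound treatment of KB-3-1 parental cells; CellTiter-Glo added, 10 min, luminescence read. Data corrected against DMSO-only plates and normalized before curve fitting.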
HepG2 viability: HepG2 cytotoxicity, counter-screen for TGF-b inhibitors | HepG2 CAGA-GFP viability, ATP luminescence, 18 h | Potency, µM (titrated, usually from 46.1 µM), inactives show at the top dose activity change, negative = cytotoxicity, most hits filed as cytotoxic | 410,000 tested, 0.76% active; note: potency is the fitted concentration of half-maximal effect; some results filed as inactive show a strong effect at the top dose
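CellTiter-Glo luminescence gave cytotoxicity after 18 hours at 37 degrees C. The cells were HepG2 CAGA-GFP in 1% FBS DMEM, stimulated with 500 pg/mL TGF-beta after compound addition. %Activity was normalised to no-cell wells (complete cell-killing) and DMSO (no toxicity), and curves were fitted and classified.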
IL-1B inflam inh: inflammasome signaling inhibition, IL-1 beta readout | 360,000 tested, 4.7% active | THP-1 LPS/ATP IL-1B secretion, AlphaLISA, 16 h; stronger effect = lower value | AID 743279 | activity change, % at 57.5 µM; in the data active = activity change below about -50%; inconclusive = mostly about -30% to -49%; note: % is set by controls: 0 for no effect and ±100 for the full control effect
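THP-1 cells pretreated 1 hr with compounds (up to 57.5 uM final), then stimulated with LPS (250 ng/mL final) plus ATP (1.25 mM final); secreted IL-1B measured by AlphaLISA after 16 hr, decreased signal indicating inhibition.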
Starred values were filed as active, the others as inactive; i = inactive; ? = inconclusive; · = no result given; [ ] = another dose, or the depositor's remark. Unless noted, calls come from the whole dose curve; as a rule, active = well fitted curve in the direction sought with a large enough effect; inconclusive = small, poorly fitted or top-dose-only effect, or another doubt; inactive = no such curve, though single readings can be large; an effect the other way counts as inactive or inconclusive.

SMILES | SW480 rerep | HT1080NT lethal | HT1080 IDH1KD tx | S2 tox | ATXN2 expr inh | MCF10A rerep | KB-3-1 cytotox | HepG2 viability | IL-1B inflam inh
Cn1nnnc1SCC(=O)NCc1ccco1 | -2% | 19% | 10% | i | 8% | 4% | 2% | -2% | 0
Cc1cc(Cl)ccc1OCC(=O)Nc1ccccc1C(=O)N1CCOCC1 | -4% | 3% | 5% | i | -6% | 2% | ? | -28% | i
CCn1c(COc2ccccc2C)nnc1SCC(=O)O | -3% | 0% | 3% | i | 4% | -2% | 3% | 12% | 4
CCOc1ccc(S(=O)(=O)N2CCOCC2)cc1NS(=O)(=O)c1ccc(OC)c([N+](=O)[O-])c1 | -7% | 6% | 1% | i | 5% | -1% | -12% | 0% | 22
Cc1ccc(/C=C/C(=O)NCc2cccs2)cc1 | -14% | 3% | 3% | i | 35%[activator] | 10% | 0% | 0% | -10
C=C(C)CN1C(=O)C(C)SC1=NN=C1SCC(=O)N1C (stereo unspecified) | · | 2% | -9% | i | · | · | -4% | -3% | 22
COc1ccccc1CCNC(=O)c1cnccn1 | 0% | 23% | 11% | i | 2% | 9% | ? | -6% | -2
N#CC1=C(N)Oc2n[nH]c(-c3cccnc3)c2C1c1ccc([N+](=O)[O-])o1 (stereo unspecified) | ? | ? | ? | ? | -23% | ? | 4% | -65% | -97*
O=C(C1CCC(=O)N(C2CCCCCC2)C1)N1CCN(c2ccccc2Cl)CC1 (stereo unspecified) | -7% | ? | 1% | i | · | 14% | -24% | -86% | 13
COc1cccc(OC)c1C(=O)OCC(=O)N1CCC(Cc2ccccc2)CC1 | -3% | 3% | 10% | i | 4% | -1% | 0% | 14% | 12
CCCCc1nn2c(=O)cc(COC(=O)c3cccc(NC(=O)c4cccs4)c3)nc2s1 | · | · | · | i | -4% | · | 7% | -7% | ·
O=C(COC(=O)C1CC1)NC(=O)NCc1ccccc1 | -12% | 0% | 10% | i | -19% | -3% | 0% | -69% | -8
Cc1cccc(CN2CCN(Cc3cccc(-n4cccn4)c3)CC2CCO)n1 (stereo unspecified) | 7% | 1% | 4% | i | -19% | ? | -4% | -4% | 10
Cc1ccccc1C(c1ncccc1C)N(C)C(=O)C1CCN(CCOc2ccc(Cl)cc2Cl)CC1 (stereo unspecified) | · | ? | 23µM* | 25µM* | ? | · | ? | -86% | ?
Cc1ccc(C(=O)OCc2nnc(-c3ccccc3)o2)s1 | -542% | -2% | 12% | i | 9% | -1% | 3% | -28% | 8
CC1CCC(C(=O)NC(C(=O)OCC(=O)c2ccccc2)C(C)C)CC1 (stereo unspecified) | · | · | · | i | -22% | · | -18% | -24% | ·
O=C(CSc1nncn1-c1ccccc1)NCc1cccs1 | -36%[inhibitor] | 10% | 13% | i | 3% | 2% | 10% | -1% | 4
O=C(O)c1ccc(CSc2nc3ccccc3o2)cc1 | 1%[9.22 µM] | -2% | -8% | i | 9% | ? | -3% | 3% | 30
CC(C)C(NS(=O)(=O)c1ccccc1)C(=O)OCc1cc([N+](=O)[O-])cc2c1OCOC2 (stereo unspecified) | -1% | 2% | -2% | i | 5% | -1% | 8% | -31% | 16
COc1cc(/C=N/Nc2ccc(F)cc2F)cc(OC)c1O | 0% | -17% | ? | i | 0% | 16µM* | 26% | -28% | -89*
O=c1c2oc3ccccc3c2ncn1Cc1cccc(Cl)c1 | ? | -10% | -5% | i | 5% | ? | -1% | -1% | -1
CC12CCC(C(=O)Nc3ccccc3)(C/C1=N\O)C2(C)C (stereo unspecified) | 0% | 2% | 9% | i | 7% | 12% | 0% | -5% | 13
CC(C)CCCC(C)NC(=O)c1cc(S(=O)(=O)N2CCCCC2)ccc1N1CCOCC1 (stereo unspecified) | -43% | -8%[9.24 µM] | -11% | i | -38% | -2% | ? | -5% | -26
CN(C)CCN(Cc1ccccc1)c1ccnc(N(C)C)c1C#N | -2% | 2% | 8% | i | -14% | 4% | 12% | 0% | -25
CSc1ccccc1COC(=O)Nc1ccccc1C | -5% | -11% | -11% | i | 3% | 7% | 0% | 0% | -24
Cc1cc(C(F)(F)F)nn1-c1nc(-c2ccco2)cc(C(F)(F)F)n1 | -10% | 2% | 1% | i | 1% | -6% | 1% | -5% | 0
Cc1ccc(CNC(=O)COC(=O)c2cc3c(s2)CCC(C)C3)cc1 (stereo unspecified) | · | ? | ? | i | -12% | ? | 1% | -42% | 6
O=C(NCCc1ccc(Cl)cc1)c1ccc(Nc2nc3ccccc3n3nnnc23)cc1 | · | · | · | i | 2% | · | 0% | -9% | ·
O=c1c2c(-c3cccs3)csc2ncn1-n1cccc1 | -30% | -1% | -10% | i | -5% | 1% | 16% | -12% | -18
CN(C)S(=O)(=O)c1ccc(Cl)c(NC(=O)COC(=O)CCC(=O)c2cccs2)c1 | 7% | 9% | 2% | i | 7% | -3% | 7% | -4% | 17
COCC(C)n1c(C)cc(C(=O)COC(=O)c2oc3ccccc3c2C)c1C (stereo unspecified) | -2% | -17% | -17% | i | 3% | 3% | -27% | -13% | -4
COc1cccc(-c2ccc(NC(=O)C3CCCN(CCCn4cccn4)C3)cc2)c1 (stereo unspecified) | 3% | -14% | 3% | i | -8% | ? | -7% | -38% | -26
CC(C)(C)c1nc(NC(=O)Nc2ccccc2)sc1Br | -11% | ? | ? | ? | ? | ? | ? | -98% | -91*
O=c1[nH]c2c(c(=O)n1Cc1ccccc1)CCC2 | 2% | 7% | 9% | i | 2% | 2% | 23% | 11% | 12
O=C(COC(=O)c1ccc(O)cc1)Nc1cccc(S(=O)(=O)NC2=NCCC2)c1 | -17% | 13% | 1% | i | 3% | -1% | 30% | 7% | 11
CC1CCCCN1C(=S)NC(=O)c1ccco1 (stereo unspecified) | -5% | 10% | -1% | i | -5% | 10% | 4% | 7% | 18
CC(C)OCCCNC1=C(Cl)C(=O)c2ccccc2C1=O | -4% | -22% | ? | i | 13% | ? | 12% | -31% | ·
O=C(NCc1ccccc1)C(c1ccc(-c2ccccc2)cc1)n1c(=O)c(-c2cc3ccccc3[nH]2)nc2ccccc21 (stereo unspecified) | · | 13% | 8% | · | · | · | -15% | · | 44
Cc1nn(-c2ccccc2)c(Cl)c1C(=O)NCCCCNC(=O)c1c(C)nn(-c2ccccc2)c1Cl | 2% | 1% | 1% | i | 7% | 7% | 9% | -2% | -14
O=C(Cn1cc(C(F)(F)F)ccc1=O)Nc1ccc2c(c1)OCCO2 | ? | -5% | -4% | i | 1% | 15% | 24% | -29% | -6
CCCc1nnc(NC(=O)CCC(=O)NC2CC2)s1 | -12% | 11% | -9% | i | · | -3% | -2% | -5% | 24
CCn1c(=O)n(CC)c2cc(S(=O)(=O)N3CCCCC3)c(C)cc21 | -6% | 2%[9.24 µM] | ? | i | 51%[activator] | 4% | 5% | -28% | 66
COc1ccc(-c2nc(CS(=O)CC(=O)NCc3ccc(Cl)cc3)c(C)o2)cc1 (stereo unspecified) | 0% | -2% | -1% | i | -7% | -12% | -9% | -18% | -29
CC(=O)Nc1ccc(CN2C(=O)C(CCc3ccccc3)ON=C2c2cnccn2)cc1 (stereo unspecified) | · | -8% | -6% | i | 10% | · | 14% | -2% | 0
O=C(COC(=O)C1CCCCC1)NCCc1ccccc1 | -11% | 2% | 8% | i | -1% | -7% | 7% | -5% | 10

IL-1B inflam inh: hit marks shown above
Molecule,SW480 rerep,IL-1B inflam inh
N#CC1=C(N)Oc2n[nH]c(-c3cccnc3)c2C1c1ccc([N+](=O)[O-])o1 (stereo unspecified),?,-97*
COc1cc(/C=N/Nc2ccc(F)cc2F)cc(OC)c1O,0%,-89*
CC(C)(C)c1nc(NC(=O)Nc2ccccc2)sc1Br,-11%,-91*

Going on with the list:
SMILES | SW480 rerep | HT1080NT lethal | HT1080 IDH1KD tx | S2 tox | ATXN2 expr inh | MCF10A rerep | KB-3-1 cytotox | HepG2 viability | IL-1B inflam inh
Cc1ccc(NCC(=O)Nc2c(C)n(C)n(-c3ccccc3)c2=O)cc1S(=O)(=O)N(C)C | ? | 5% | 2% | i | · | -2% | -1% | -3% | 11
CCOC(=O)C1CCCN(C2CC(=O)N(c3cccc(C(F)(F)F)c3)C2=O)C1 (stereo unspecified) | 2% | 4% | 1% | i | -13% | 12% | 0% | -27% | 61
Cc1onc(-c2ccccc2Cl)c1C(=O)Nc1ccc(Cl)cn1 | -4% | -1% | -3% | i | -21% | ? | 1% | 4% | -2
COc1ccc(Cn2ccc3nc(C)c(C(=O)NCc4ccc(C)cc4)cc3c2=O)cc1 | · | · | · | ? | ? | · | 5.2µM* | -4% | ·
C[C@H](CO)N1C[C@H](C)[C@@H](CN(C)C(=O)Nc2ccc3c(c2)OCO3)Oc2c(NS(=O)(=O)c3ccc(F)cc3)cccc2C1=O | 0% | 1% | 5% | i | 13% | -2% | -3% | -12% | 15
CC(C)[C@H](NC(=O)c1ccc(Cl)c([N+](=O)[O-])c1)C(=O)NCc1ccc(F)cc1 | 7% | -9% | -7% | i | -15% | 11% | 18% | -1% | ?
CC(C)C1CC(C(F)(F)F)n2nc(C(=O)O)cc2N1 (stereo unspecified) | 3% | 22% | 13% | i | -10% | -35%[inhibitor] | 4% | 0% | 20
Fc1ccccc1N1CCN(Cc2cnc(Cl)s2)CC1 | 2% | 15% | 1% | i | 16% | -1% | -10% | -16% | 19
COc1ccc(-n2nc(C(=O)Nc3ccccn3)c3c4ccccc4n(C)c3c2=O)cc1 | · | · | · | i | 13% | · | 18% | 15% | ·

Rows are unselected (roughly 8.9% active in at least one column).
